Screening data as filed in PubChem.
KB-V1 MDR tox: KB-V1 MDR subline cytotoxicity | KB-V1 MDR cells viability, CellTiter-Glo, 72 h | Potency, µM (series often up to 46.1 µM), for the others: at the top dose activity change, negative = cytotoxicity, usual class: cytotoxic | actives 3.4% (n = 400,000) | AID 1347076; also: potency is read from the fitted curve at half-maximal effect; % is scaled to controls: 0 for no effect and ±100 for the full control effect; nearly all actives have a fitted effect of over 60% in size
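Cytotoxicity via CellTiter-Glo luminescence after 72 h compound exposure at 37 degrees C. Cells: drug-selected KB-V1 line, DMEM phenol-red free plus 10% FBS. Compounds tested at multiple concentrations; normalized data fitted to concentration-effect curves.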
HEK293 tox: cytotoxicity in counter-screen for GLP-1R inverse agonists. AID 624418. HEK293 cAMP-luciferase reporter cells, luminescence, 24 h. Potency, µM (doses to about 38.3 µM), inactives show at the top dose activity change, negative = inhibition, usual class: inhibitors. actives 0.13% (n = 410,000);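 also: loss of luciferase light is scored as toxicity; potency is read from the fitted curve at half-maximal effect; % is scaled to controls: 0 for no effect and ±100 for the full control effect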
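Luminescence readout: signal drop marks cytotoxicity. Plated cells grew 12 h at 37 °C, 5% CO2, received 23 nL compound for 24 h, then got luciferase reagent, read after 12 min at RT.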
aSyn yeast inh: alpha-synuclein toxicity inhibition in yeast. actives 0.14% (n = 370,000). Yeast expressing alpha-synuclein, growth rescue, BacTiter-Glo, 24 h. AID 652106. Potency, µM (titrated, usually from 46.1 µM), without a hit: at the top dose growth rescue (activation), usual class: activators; also: potency is read from the fitted curve at half-maximal effect; % of control where 0% means no effect; nearly all actives have a fitted effect of over 65% in size
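Rescue of yeast growth: cells expressing toxic alpha-synuclein, induced in galactose at OD600 0.02, incubated with compound 24 h at 30 C. ATP luminescence quantified growth; inhibitors of toxicity appear as activators.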
PTHR1 ag: PTHR1 (human) receptor agonism | AID 743266 | actives 0.075% (n = 410,000) | HEK293 GP2 PTHR1 cells, GloSensor cAMP luminescence, 1 h | Potency, µM (titrated, usually from 115 µM), for inactives: at the highest dose activation, most hits filed as activators | Q03431; also: potency is read from the fitted curve at half-maximal effect; nearly all actives have a fitted effect of over 55% in size; some results filed as inactive show a strong effect at the top dose; inactives centre near -15; many of its hits are not listed in these tables
Target sequence (Q03431 whole entry, looked up): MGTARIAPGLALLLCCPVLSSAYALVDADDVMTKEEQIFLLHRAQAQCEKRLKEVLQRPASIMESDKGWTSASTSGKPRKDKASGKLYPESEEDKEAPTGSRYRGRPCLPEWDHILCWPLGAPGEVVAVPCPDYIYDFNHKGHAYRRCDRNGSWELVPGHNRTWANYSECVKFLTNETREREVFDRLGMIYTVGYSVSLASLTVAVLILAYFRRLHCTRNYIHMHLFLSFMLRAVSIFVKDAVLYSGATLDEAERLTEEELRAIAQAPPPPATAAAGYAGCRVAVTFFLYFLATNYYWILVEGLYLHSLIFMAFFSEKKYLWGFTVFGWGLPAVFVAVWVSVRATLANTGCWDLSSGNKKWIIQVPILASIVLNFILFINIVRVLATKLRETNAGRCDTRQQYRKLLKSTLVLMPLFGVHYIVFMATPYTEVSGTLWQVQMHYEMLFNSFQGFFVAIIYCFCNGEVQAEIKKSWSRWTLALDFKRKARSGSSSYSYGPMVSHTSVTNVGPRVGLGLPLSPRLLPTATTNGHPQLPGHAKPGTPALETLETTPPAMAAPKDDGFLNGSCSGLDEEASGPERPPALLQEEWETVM
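HEK-293-derived GP2 cells expressing PTHR1 and a GloSensor cAMP reporter, 3,000/well, plated overnight, given luciferin plus IBMX (each 0.5 mM as added) for 1 h at 37 °C, then compound for 1 h at 37 °C. Luminescence was read after 15 min at room temperature.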
GLP1R inv ag: inverse agonists of human GLP-1 receptor; P43220; HEK293 GLP-1R CRE-luciferase, luminescence, 24 h; GLP-1R form is constitutively active; Potency, µM (top dose mostly 38.3 µM), inactives show at the highest dose activity change, negative = inhibition, usual class: inhibitors; actives 1.6% (n = 410,000); AID 624417; also: potency is read from the fitted curve at half-maximal effect; % is scaled to controls: 0 for no effect and ±100 for the full control effect; nearly all actives have a fitted effect of over 55% in size
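Readout was luciferase luminescence, measured 12 min after detection reagent at room temperature. Beforehand, GLP-1R reporter HEK293 cells had sat 12 h, then received compounds for 24 hr at 37 deg C.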
D3 antag: D3 dopamine receptor (human) antagonism; P35462; D3R cells, DiscoveRx beta-arrestin luminescence, antagonist mode; active compounds read low; max response, negative = inhibition, %; actives 2.5% (n = 360,000); AID 652054; in the data active = max response below about -50%; inconclusive = no clear call, values can overlap the other calls; also: % is scaled to controls: 0 for no effect and ±100 for the full control effect; mostly tested at two doses, the higher about 12 µM
Target sequence (P35462 whole entry, looked up): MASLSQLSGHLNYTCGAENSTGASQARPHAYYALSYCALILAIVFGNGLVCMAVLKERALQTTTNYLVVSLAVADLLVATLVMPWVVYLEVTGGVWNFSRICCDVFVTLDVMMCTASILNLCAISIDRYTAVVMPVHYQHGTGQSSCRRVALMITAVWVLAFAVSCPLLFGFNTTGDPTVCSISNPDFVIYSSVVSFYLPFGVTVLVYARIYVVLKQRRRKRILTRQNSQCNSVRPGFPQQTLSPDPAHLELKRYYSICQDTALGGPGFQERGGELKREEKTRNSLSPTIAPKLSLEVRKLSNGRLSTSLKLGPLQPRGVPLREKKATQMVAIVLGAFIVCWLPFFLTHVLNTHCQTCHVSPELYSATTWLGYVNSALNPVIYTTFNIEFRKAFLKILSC
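Cells plated overnight at 1500 cells/well, then exposed to library compounds with dopamine controls for 90 minutes at 37 degrees C. DiscoveRx reagent added for 30–60 minutes at room temperature; luminescence read, quantitative HTS format.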
TDP-43 yeast inh: inhibitors of TDP-43 toxicity in yeast; TDP-43 expressing yeast growth rescue, BacTiter-Glo, 24 h; Potency, µM (top dose mostly 46.1 µM), without a hit: top-dose growth rescue (activation), most hits filed as activators; AID 652104; actives 1.8% (n = 410,000); also: potency is read from the fitted curve at half-maximal effect; % of control where 0% means no effect; nearly all actives have a fitted effect of over 50% in size
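Galactose-induced TDP-43 yeast, OD600=0.02, compound pinned; 24 hr, 30 deg C; BacTiter-Glo luminescence for growth. Inhibitors of TDP-43 toxicity read as activators.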
GLP-1R agonist: agonists of human GLP-1 receptor. HEK293 GLP-1R CRE-luciferase, luminescence, 4-6 h; cells express a hypersensitive GLP-1R form. Potency, µM (series often up to 45.6 µM), without a hit: at the highest dose activation, actives largely listed as activators. actives 0.007% (n = 380,000); also: potency is read from the fitted curve at half-maximal effect; % of control where 0% means no effect
DRD3 agonist: agonists of human D3 dopamine receptor | P35462 | D3R DiscoveRx beta-arrestin cells, luminescence, 90 min | max activation, % | actives 0.58% (n = 410,000) | AID 652048; in the data active = max activation above about 30%; also: 0% is about no effect; mostly tested at two doses, the higher about 12 µM
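Cells at 1500/well, incubated overnight, then treated with pinned compounds (dopamine as control) for 90 min at 37 degrees C. DiscoveRx reagent added for 30 - 60 minutes at room temperature; luminescence read.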
An asterisk follows results filed as active; i = inactive; ? = inconclusive; . = no result given; & = joins results of further samples; [ ] = remark or other dose. Unless noted, calls follow the shape of the dose curve; as a rule, active = well fitted curve in the direction sought with a large enough effect; inconclusive = small, poorly fitted or top-dose-only effect, or another doubt; inactive = no such curve, though single readings can be large; an effect the other way counts as inactive or inconclusive. A portion of the library, so the mix of outcomes need not match the whole.

SMILES	KB-V1 MDR tox	HEK293 tox	aSyn yeast inh	PTHR1 ag	GLP1R inv ag	D3 antag	TDP-43 yeast inh	GLP-1R agonist	DRD3 agonist
O=C(CCS(=O)(=O)c1ccccc1)Nc1ncc([N+](=O)[O-])s1	?	?	-5%	-48%[inhibitor]	?	-23	-18%	0%	-5
CCOC(=O)N1CCN(C(=O)CSc2nnc(-c3cccc(Cl)c3)o2)CC1	-4%	6%	-7%	i	-5%	7	19%	0%	-7
COc1cccc(NC(=O)Cn2c(=O)n(CCc3ccccc3)c(=O)c3c4c(sc32)CN(C(C)=O)CC4)c1	-6%	-3%	.	-2%	6%	.	-16%	0%	-7
COC(=O)c1c(C#N)c(N)nc2c1CCC2	9%	111%[activator]	2%	-22%[57.5 µM]	12%	11	11%	-12%	3
CCc1ccccc1NS(=O)(=O)c1ccc2c(c1)CCN2C(=O)C1CC1	0%	-6%	.	-17%	10%	.	25%	2%	6
Cc1c(Cl)cccc1NC(=O)Nc1nnc(N(C)C2CCCCC2)s1	6%	17%	.	?	5%	.	8%	.	3
C/C(N)=C(/C#N)C(=O)COC(=O)c1cccc2ccccc12	-19%	-10%	6%	-1%	-19%	-20	?	-4%	1
COc1ccccc1NC(=O)C1=C(C)Nc2nc(SCc3cc(C)ccc3C)nn2C1c1ccccc1 (stereo not drawn)	-20%	-15%	.	i	-2%	.	-8%	.	-2
Cc1cc(=O)c2c(o1)CC(C)(C)CC2=O	1%	-2%	-12%	-33%[inhibitor][57.5 µM]	-18%	9	-3%	-3%	8
O=C(CCc1ccccc1)N1CCN(Cc2ccc(F)cc2Cl)CC1	?	1%	6%	-23%	?	4	12%	2%	-10
CC1CC(c2ccccc2)n2nc(NC(=O)c3ccco3)nc2N1 (stereo not drawn)	-4%	-9%	2%	i	4%	-5	-11%	-6%	-2
COc1ccc(NC(=O)CS(=O)(=O)Cc2nc(-c3ccc(C)cc3)oc2C)cc1	-12%	-2%	-4%	2%	-12%	0	-14%	-2%	-1
C=CCOC(=O)CCP(=O)(CCC(=O)OCC=C)c1ccccc1	14%	16%	1%	i	8%	?	26%	-14%	3
Cc1cc(C)cc(N(CCC#N)C(=O)CSc2nc3nc(C)cc(C)n3n2)c1	?	-11%	0%	i	152%[activator]	-11	-12%	14%	-4
Nc1nnnn1/N=C/c1cccc(Br)c1	7%	14%	-4%	i	16%	1	-24%	2%	7
N#Cc1c(Nc2ccccc2)c(C=NCCN2CCOCC2)c[nH]c1=O	-1%	4%	5%	i	19%	10	12%	2%	10
CCN(CC)CCN(C(=O)c1ccc(S(=O)(=O)N(CC)c2ccccc2)cc1)c1nc2c(OC)ccc(OC)c2s1	-12%	4%	18%	i	?	-23	-32%[inhibitor]	-3%	-8
Cc1ccc(NC(=O)CSc2nc3ccccc3n2CC(=O)N2CCC(C)CC2)cc1C	15%	5%	.	-16%	17%	.	5%	.	-6
O=C(C=Cc1ccccc1)c1ccc([N+](=O)[O-])cc1	11%	9%	-12%	-18%	0%	-29	6%	8%	-9
Cc1ccc(-c2cnc(C3CC3)o2)cc1S(=O)(=O)Nc1ccc(F)cc1Cl	?	-2%	.	-23%	?	.	-10%	.	-13
O=[N+]([O-])c1ccc(CSc2nnc(SCc3ccccc3)s2)cc1	-25%	3%	-5%	-11%	-27%	-16	4%	13%	-5
Cc1ccc(C(=O)NNC(=O)CSc2nnc(-c3ccccc3)n2Cc2ccccc2)cc1	-8%	-4%	-7%	-10%	?	9	4%	-1%	5
CCOC(=O)C1=C(C)NC(=S)NC1c1cc(C)sc1C (stereo not drawn)	-38%	?	-1%	21%	?	-26	0%	-6%	-4
COc1ccc2sc(N(CCCN(C)C)C(=O)c3ccc(S(=O)(=O)N(C)C4CCCCC4)cc3)nc2c1	-14%	?	11%	i	?	?	12%	0%	-12
O=C(N1CCCCC1)C1(c2ccccc2)CCOCC1	15%	9%	7%	-70%[inhibitor][57.5 µM]	24%	-16	-6%	-8%	1
Further results follow:
SMILES	KB-V1 MDR tox	HEK293 tox	aSyn yeast inh	PTHR1 ag	GLP1R inv ag	D3 antag	TDP-43 yeast inh	GLP-1R agonist	DRD3 agonist
O=C(Cn1nc(-c2ccc(Cl)cc2)ccc1=O)N1CCN(c2ccccc2)CC1	21µM*	15%	0%	i	?	?	19%	11%	-5
CN(C)CCNC(=O)C(c1ccccc1)c1ccccc1	-7%	-39%	-3%	i	-10%	5	5%	-1%	-13
CC(C)CN1CCC1(C)C(=O)Nc1cccc(C#N)c1 (stereo not drawn)	2%	-7%	0%	i	-3%	38	14%	10%	0
O=S(=O)(N[C@@H]1C[C@H]2CC[C@@H]1C2)c1cccs1	7%	-6%	-3%	i	-22%	1	-2%	-3%	-3
O=C(/C=C/c1cccc([N+](=O)[O-])c1)OCC(=O)N1CCCCC1	14%	-14%	5%	-6%	2%	58	16%	10%	6
CCc1ccccc1NC(=S)N(CCN(C)C)Cc1cccs1	?	10%	2%	i	?	-10	-24%	0%	-11
NC(=O)CCCc1nc(-c2ccccc2Cl)no1	11%	0%	3%	i	5%	14	-6%	2%	3
O=C(OCCCOC(=O)c1ccc(O)cc1)c1ccc(O)cc1	-15%	-8%	7%	i	?	22	10%	11%	7
O=C(Cc1c(F)cccc1Cl)Nc1cc(S(=O)(=O)N2CCCCC2)ccc1N1CCOCC1	-16%	6%	0%	17%	-1%	-19	-14%	19%	-10
CC(OC(=O)CC1CCCC1)C(=O)Nc1ccc(S(N)(=O)=O)cc1 (stereo not drawn)	7%	6%	-4%	-8%	21%	8	-5%	11%	8
O=[N+]([O-])c1ccc(N2CCN(S(=O)(=O)c3ccccc3)CC2)cc1NCCN1CCOCC1	-26%	-12%	3%	i	?	-27	0%	22%	-2
Cc1cccnc1NC(=S)NCc1ccco1	-4%	?	0%	-1%	?	36	9%	5%	6
CCOc1ccccc1C(=O)N(C)Cc1cc2ccccc2[nH]c1=O	9%	-2%	?	-1%[57.5 µM]	1%	25	13%	0%	1
COc1ccc(NC(=O)C(=O)NNC(=O)COc2ccc(OC)cc2)cc1	10%	1%	2%	-14%	4%	0	0%	-1%	15
CC(=O)Cc1cc2cc([N+](=O)[O-])ccc2oc1=O	24%	-11%	0%	i	2%	-10	-2%	0%	-2
COc1ccccc1N1CCN(S(=O)(=O)CCNC(=O)CC2CCCCC2)CC1	?	0%	1%	-25%	?	9	22%	-3%	-1
N=C(N)SCCc1cccc(CCSC(=N)N)c1	-5%&0%	-5%	-2%&-4%	-18%	?	0	17%	-4%	-3
CCOC(=O)Cn1c(=O)oc2cc(S(=O)(=O)NC(C)c3ccccc3)ccc21 (stereo not drawn)	19%&16%	1%&4%	-3%	i	-13%&1%	-8	23%&12%	1%	9&14
CCN(CC)CCN1C(=O)C(=O)/C(=C(/O)c2ccc(S(=O)(=O)N3CCOCC3)cc2)C1c1ccccc1 (stereo not drawn)	10%	3%	1%	-5%	-5%	1	-7%	6%	-5
O=C(CSc1nc2c([nH]c3ccccc32)c(=O)n1-c1ccccc1)Nc1ccccc1C(F)(F)F	.	9%	.	i	6%	.	12%	.	-4
O=C(Nc1ccccc1)c1cc(C2CCCCN2C(=O)OCc2ccccc2)on1 (stereo not drawn)	-19%	-8%	12%	i	?	18	17%	-3%	-11
C=CCn1c(NCc2ccc(OC)cc2O)nc2ccccc21	1%	4%	2%	i	?	9	15%	27%	-1
O=C(CSc1nnnn1-c1ccc(O)cc1)NC1CCCCC1	3%	-3%	5%	-8%	?	9	-10%	18%	17
CCOc1ccc(Cc2noc3c2C(=O)CC(C)(C)C3)cc1OCC	?	-1%	5%	-8%	-26%	6	-3%[9.22 µM]	11%	1
COc1ccc(CCC(C)Nc2ccc(F)c(F)c2)cc1 (stereo not drawn)	-3%	-4%	-12%	-2%	-23%	2	18%	-1%	-5

Only PTHR1 ag and GLP1R inv ag (2 entries from above):
Compound,PTHR1 ag,GLP1R inv ag
O=C(Cc1c(F)cccc1Cl)Nc1cc(S(=O)(=O)N2CCCCC2)ccc1N1CCOCC1,17%,-1%
CC(OC(=O)CC1CCCC1)C(=O)Nc1ccc(S(N)(=O)=O)cc1 (stereo not drawn),-8%,21%

(further entries)
SMILES	KB-V1 MDR tox	HEK293 tox	aSyn yeast inh	PTHR1 ag	GLP1R inv ag	D3 antag	TDP-43 yeast inh	GLP-1R agonist	DRD3 agonist
Cc1ccc(Cl)cc1-n1ncc2c(NCCC3=CCCCC3)ncnc21	?	-8%	.	-23%	8.9µM*	.	35µM*	.	2
O=C(O)c1ccccc1NC(=O)c1ccccc1Nc1ccccc1	?	-5%	-1%	-47%[inhibitor]	?	-2	8%	-3%	-12
CCc1cc(=O)oc2cc(C)cc(OCC(=O)N3CCC(C(=O)NC(C)C)(c4ccccc4)CC3)c12	?	-17%	5%	-51%[inhibitor]	-30%	60	14%	21%	18
CC1(C)Cc2nc3n[nH]c(N)c3cc2CO1	14%	3%	-1%	-23%	41%	9	-12%	-3%	6
O=C(Cn1c(=O)c2cccn2c2ccc(F)cc21)NCCCN1CCN(c2ccccc2F)CC1	16%	-6%	-2%	i	7%	-92*	-19%	6%	2
CCOC(=O)c1cc(-c2ccccc2)n(CCCC(=O)Nc2ccc(CC)cc2)c1C	-20%	-17%	.	-26%	10µM*	.	17%	.	5
Cc1ccn2c(NC3CCCC3)c(-c3cccs3)nc2c1	?	-22%	-6%	-17%	?	-14	-16%	1%	-7
CCN(CC(=O)Nc1ccccc1C(F)(F)F)C(=O)CCOc1ccccc1C	?	-3%	8%	i	?	24	-19%	5%	-2
Cc1ncc[nH]1	-3%	2%	2%	i	-3%	41	25%	-4%&-3%	5&8
